RTF Ca sens act – cardiac RTF calcium sensitization | activation, % at 7.2 µM | P19429+P45379 | actives 0.24% (n = 340,000) | IANBD-labeled TnC RTF fluorescence at EC20 calcium; 0% EC20 calcium, 100% full calcium;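 active means activation above the mean over all tested compounds plus 3 SD, cut at about 30% in these data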;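 further: rise in fluorescence read as greater calcium sensitivity of cardiac thin filaments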
CAL PDZ FP-1 – inhibitors of human CAL PDZ peptide binding; Q9HD26; purified CAL PDZ, TMR-peptide fluorescence polarization, 1 h; inhibition, % at 20 µM; actives 0.02% (n = 330,000); AID 504414;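 active means highest replicate inhibition of at least 40%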;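 further: plate controls were DMSO neutral control wells for no effect and unlabeled competitor peptide control wells for full effect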
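Test system: tagged CAL PDZ domain / Buffer or medium: sodium phosphate/NaCl buffer pH 7.4 with TCEP, IgG, Thesit / Reagent: TMR-labelled reporter peptide T*-PRC34 bound in PDZ groove / Compound dosing: single point, 20 µM / Schedule: 1 h incubation at room temperature before polarization reading / Technique: fluorescence polarization (mP) / Benchmarks: unlabelled peptide, DMSO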
DAGLB inhibitor – blocks human DAGLB lipase activity. Q8NCG7. HEK293T DAGLB membrane lysate, EnzChek fluorogenic substrate. inhibition, % at 5.17 µM. actives 0.059% (n = 340,000). AID 504411; in the data active means inhibition above about 34%;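 further: 0% = enzyme with vehicle and 100% = wells lacking enzyme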
Target sequence (Q8NCG7 whole entry, looked up): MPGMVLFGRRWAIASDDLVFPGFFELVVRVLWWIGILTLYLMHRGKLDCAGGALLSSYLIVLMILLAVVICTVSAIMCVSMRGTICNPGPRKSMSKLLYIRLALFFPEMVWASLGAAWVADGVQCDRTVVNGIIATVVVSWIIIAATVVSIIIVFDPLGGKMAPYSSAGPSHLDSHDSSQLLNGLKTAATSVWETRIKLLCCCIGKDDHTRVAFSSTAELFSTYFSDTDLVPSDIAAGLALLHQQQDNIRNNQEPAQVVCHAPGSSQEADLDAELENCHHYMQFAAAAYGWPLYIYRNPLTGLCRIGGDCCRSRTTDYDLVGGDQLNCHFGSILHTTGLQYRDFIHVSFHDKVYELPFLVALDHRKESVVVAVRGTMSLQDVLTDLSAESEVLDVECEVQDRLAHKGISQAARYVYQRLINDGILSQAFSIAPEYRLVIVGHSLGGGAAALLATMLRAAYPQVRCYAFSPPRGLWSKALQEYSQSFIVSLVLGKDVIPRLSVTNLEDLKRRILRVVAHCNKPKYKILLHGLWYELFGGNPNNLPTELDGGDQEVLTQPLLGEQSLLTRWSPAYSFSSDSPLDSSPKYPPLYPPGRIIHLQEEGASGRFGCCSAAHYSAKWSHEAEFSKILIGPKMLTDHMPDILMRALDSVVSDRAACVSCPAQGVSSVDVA
SR-BI DiI-HDL act – activators of SR-BI mediated HDL lipid uptake; CHO ldlA[mSR-BI] cells, DiI-HDL uptake fluorescence, 3 h; 100 = double the neutral-control signal; activation, % at 12.5 µM; actives 0.096% (n = 320,000); AID 504775;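 active means mean replicate activation of at least 60% and every replicate at or above 60%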;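 further: 0% = median plate neutral-control signal and 100% = twice that signal; values of inactives mirror those of a sister screen read the other way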
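Material – SR-BI-overexpressing, LDLR-lacking CHO cells · Medium – BSA-supplemented, HEPES-buffered Ham's F12, pH 7.4 · Doses – single concentration · Times – compound with DiI-HDL co-incubation, 3 h at 37 °C · Measured by – bottom-read fluorescence, 550/595 nm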
C-LANA FP – blocks KSHV LANA C-terminal domain binding to DNA. MBP-C-LANA/FAM-LBS DNA binding, fluorescence polarization. inhibition, % at 9 µM. actives 0.078% (n = 340,000);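 active means highest replicate inhibition at or above 60% at 9 µM, even if other replicates fall short; inactive means all replicates below 60% inhibition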;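 further: 0% = neutral control wells and 100% = 4 µM acridine orange control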
Rtt109 Vps75 – blocks Candida albicans Rtt109/Vps75 acetyltransferase activity; Q5AAJ8; purified Rtt109/Vps75, ThioGlo CoA-SH fluorescence, 4 h; inhibition, % at 34.9 µM; actives 0.16% (n = 330,000);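 active means inhibition of at least 50% in every replicate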
Target sequence (Q5AAJ8 whole entry, looked up): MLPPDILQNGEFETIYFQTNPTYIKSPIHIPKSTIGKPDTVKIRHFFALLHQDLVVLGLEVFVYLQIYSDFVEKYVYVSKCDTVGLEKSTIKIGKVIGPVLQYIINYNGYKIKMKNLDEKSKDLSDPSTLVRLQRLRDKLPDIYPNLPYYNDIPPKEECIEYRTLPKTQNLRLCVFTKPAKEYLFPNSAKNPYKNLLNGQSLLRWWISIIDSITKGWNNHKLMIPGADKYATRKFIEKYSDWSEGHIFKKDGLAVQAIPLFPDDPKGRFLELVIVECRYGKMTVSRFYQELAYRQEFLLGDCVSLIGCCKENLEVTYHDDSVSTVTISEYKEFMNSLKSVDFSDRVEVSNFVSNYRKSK
CAL PDZ FP-2 – CAL PDZ (human) peptide binding inhibition; Q9HD26; purified CAL PDZ, TMR-peptide fluorescence polarization, 1 h; inhibition, % at 24.9 µM; actives 0.92% (n = 300,000); AID 602252;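 active means mean inhibition of at least 30% with at least half of replicates also reaching 30%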;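 further: 0% = DMSO neutral control and 100% = excess unlabeled competitor peptide PRC23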
Keap1 Nrf2 FP – inhibitors of human Keap1-Nrf2 protein-protein interaction; actives 0.15% (n = 340,000); inhibition, % at 9.4 µM; Keap1 Kelch-Nrf2 peptide fluorescence polarization, 1536-well; in the data active means inhibition above about 12%;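 further: human Keap1 Kelch domain with fluorescein labeled Nrf2 9mer peptide probe; 0% = neutral control wells and 100% = peptide positive control; higher means more block of Keap1 binding to Nrf2 peptide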
Cardiac RTF inh – cardiac RTF calcium desensitization; P19429+P45379; IANBD-labeled cardiac RTF, Ca2+ fluorescence; inhibition, % at 7.15 µM; actives 0.12% (n = 340,000);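 active means inhibition above the mean inhibition of all tested compounds plus 3 SD, cut at about 17% in these data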;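 further: assay run at fixed EC70 calcium of 1.6 mM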
PKA-R2B activ – PKA-R2B complex activation; P22694+P31323; PKA-R2B holoenzyme dissociation, Cy5-IP20 fluorescence polarization; R2B truncated from residue 108, S112A mutant; 0% DMSO only, 100% 113 µM cGMP; activation, % at 11.4 µM; actives 0.079% (n = 340,000);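 active means activation above a cutoff set at the mean over all compounds plus 3 SD, cut at about 18% in these data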;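 further: higher means more holoenzyme dissociation and a rise in polarization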
An asterisk follows results filed as active; nt = not tested or not shown. An unsorted share of the library; any-hit rate near 1.6%.

Order of values – RTF Ca sens act, CAL PDZ FP-1, DAGLB inhibitor, SR-BI DiI-HDL act, C-LANA FP, Rtt109 Vps75, CAL PDZ FP-2, Keap1 Nrf2 FP, Cardiac RTF inh, PKA-R2B activ
CC(C)CC(NC(=O)CNC(=O)C1O[C@@H]2OC(C)(C)O[C@@H]2[C@H]2OC(C)(C)O[C@@H]12)C(=O)O (stereo partly drawn)
→ 6, -1.2, -1, 16, 0.7, -1, 1, -6, -2, -7
Cc1ccc(N2CC(C(=O)N3CCc4ccccc4C3)CC2=O)cc1 (stereo not drawn)
→ 2, -0.2, 5, 10, 0.2, -4, -4, 6, -8, 10
Cc1ccc(Cl)c2c1=NC(=O)C=2c1[nH]c(=S)[nH]c1O
→ 1, 0.1, 2, 7, -0.9, 9, -3, 2, -4, 13
O=C(NC(=S)Nc1ccccn1)c1ccccc1
→ 7, -2.2, -1, -4, -1.2, -5, -8, 2, -6, 8
C=CCn1c(-c2ccncc2)n[nH]c1=S
→ nt, 0.1, nt, 13, 0.0, -21, -2, -1, nt, nt
Cc1cccc(NC(=O)C2CCN(C(=O)[C@@H]3Cc4ccccc4CN3)CC2)c1
→ 5, -1.9, 2, -9, 1.4, -1, -5, -2, 5, 0
COc1cc(/C=N/n2c(-c3cc(C)[nH]n3)n[nH]c2=S)cc(OC)c1O
→ 3, -0.1, -1, 20, -0.8, 3, 2, -2, 1, -1
CCOC(=O)C1=C(COC(=O)c2ccc([N+](=O)[O-])o2)NC(=O)NC1C (stereo not drawn)
→ -2, 0.4, -2, -3, -1.6, 0, -8, -3, 3, -2
CC(=O)c1cccc(NC(=O)/C(=C/c2ccco2)NC(=O)c2ccco2)c1
→ 2, 8.5, 0, -10, 0.2, -7, -5, -6, -2, -3
O=c1c(O)c(-c2ccccc2)oc2ccccc12
→ 0, -0.8, -9, 7, -2.0, -10, -3, 2, -9, -4
Cc1ccccc1-c1nc2cc(Cl)ccc2o1
→ 0, -1.2, -6, 1, 0.4, -1, -3, 1, -1, -4
CCOC(=O)C1=C(SCC)c2cc3c(n2C1=O)CCCC3
→ 0, nt, 24, -36, 0.1, 3, 5, -1, 4, -11
CN1/C(=C\C=N\NC(=O)c2ccc(O)cc2)C(C)(C)c2ccccc21
→ -7, -0.4, 6, 6, -2.2, 20, nt, -7, -5, 4
COc1ccc(-c2oc(=O)c3cc(OC)c(OC)cc3c2/C=C/c2ccc(F)cc2)cc1
→ -2, 0.0, -5, -59, -1.5, -1, -2, -2, -1, -4
S=c1nc[nH]c2c1ncn2-c1ccc(Cl)cc1
→ -5, 0.2, 0, 6, -0.4, 0, -3, -6, -4, 1
CC1=NNC(=O)/C1=C\c1cn(-c2ccccc2)nc1-c1ccc(Cl)cc1
→ 0, -1.6, 7, 14, -0.5, -5, nt, 1, -1, -6
Cc1ccc(S(=O)(=O)N(C)C)cc1NC(=O)COC(=O)COc1ccc2c(c1)CCC2
→ 9, -1.9, 0, -2, -1.2, 0, 7, -4, -4, -12
CCOC(=O)N1CCN(C(=O)C2CCCN(S(C)(=O)=O)C2)CC1 (stereo not drawn)
→ -2, -1.7, -2, -33, -1.9, -19, -2, -4, -4, -4
Cc1ccc(C(=O)COC(=O)CNC(=O)c2cccs2)cc1C
→ 2, -2.5, -3, 27, -0.7, -6, 1, 6, -21, -1
Cc1cc(C)cc(-n2nnnc2SCC(=O)Nc2nc(-c3ccc(F)cc3)cs2)c1
→ 2, -2.2, -13, -27, 0.5, -4, -3, 0, -1, -5

(list continues)
Order of values – RTF Ca sens act, CAL PDZ FP-1, DAGLB inhibitor, SR-BI DiI-HDL act, C-LANA FP, Rtt109 Vps75, CAL PDZ FP-2, Keap1 Nrf2 FP, Cardiac RTF inh, PKA-R2B activ
CCC(CC)C(=O)Nc1ccc(Cl)c(Cl)c1
→ -5, -0.1, -2, -6, 2.8, -11, -10, -6, 0, 6
O=C(OC1CCN(c2ncc(C(F)(F)F)cc2Cl)CC1)c1ccccc1
→ -2, -1.2, -4, 31, 0.3, 1, 10, 4, -8, 3
C=CCNC(=S)NNC(=O)c1ccc([N+](=O)[O-])cc1
→ 2, -0.3, 2, -1, 0.6, -3, -2, -5, 5, -13
COc1cc(C(=O)N2CCN(c3ccccc3F)CC2)ccc1OCC(=O)N1CCOCC1
→ 0, -1.5, -1, 11, 1.9, -13, nt, -10, -2, 2
Cc1cnc(=O)[nH]c1SCc1cccc([N+](=O)[O-])c1
→ -6, -0.8, 2, 14, -1.9, -3, -2, -2, -5, 2
Nn1cnnc1N/N=C\c1ccc(-c2ccccc2[N+](=O)[O-])o1
→ -4, -0.6, 1, 8, -0.2, 7, -1, 2, -9, -12
Cc1ccnc(Nc2nc3ccccc3s2)n1
→ -1, -1.2, -2, -2, -0.6, 5, -1, 1, 0, -3
O=C(/C=C/c1cccc([N+](=O)[O-])c1)N1CC[C@@]2(O)CCCC[C@H]2C1
→ -6, 0.3, -1, -11, 0.5, 12, -2, -4, 0, -7
C=C(C)Cn1c(CCCNC(=O)CCC)nc2ccccc21
→ 1, -0.7, 2, -7, -0.6, 3, -2, -3, -15, 3
O=C(OCC(=O)C12CC3CC(CC(C3)C1)C2)c1ccc(O)cc1O
→ -4, -1.0, -3, 15, 0.1, 0, 1, 1, -3, -15
C=CCn1c(Cc2cccc3ccccc23)n[nH]c1=S
→ -8, 0.8, 6, 20, 0.8, 3, -4, 2, -9, 0
Cc1ccc(CSCC(=O)Nc2ccccc2F)cc1
→ -1, -1.2, -9, nt, -0.1, -6, 1, 1, -8, 6
COCCNC(=O)C(c1ccco1)N(C(=O)Cn1nnc2ccccc21)c1cccc(C)c1C (stereo not drawn)
→ 6, 0.4, -2, 16, -0.7, -6, -2, -1, -4, 1
COc1ccc(C(O)(C2CCCCC2)C(CN2CCOCC2)c2ccccc2)cc1 (stereo not drawn)
→ -5, 0.3, -13, -6, 0.8, 0, -1, -1, 0, -9
COc1ccc(CCNC(=O)CCc2ccc(S(=O)(=O)NCC(C)C)cc2)cc1OC
→ 11, -2.3, 3, -8, -0.8, 1, -2, -3, 6, -14
Cc1ccc(OCC(=O)NNC(=O)c2ccoc2C)c(Br)c1
→ -1, -0.4, -1, 9, 0.3, 2, 0, -4, 2, -12
COCCN(C(=O)COC(=O)COc1ccc2c(c1)CCC2)c1c(N)n(Cc2ccccc2)c(=O)[nH]c1=O
→ -3, -0.6, 1, 20, 0.5, 5, nt, 0, 7, 2
COc1ccc(CN(CC(=O)NCC2CCCO2)C(=O)CNS(=O)(=O)c2ccccc2)cc1 (stereo not drawn)
→ -2, -1.3, 1, 34, -0.6, -2, -3, -2, 5, -17
O=C(N/N=C/c1ccccc1F)c1ccc(COc2ccccc2Cl)o1
→ -2, -0.9, -4, 28, 0.6, 13, -2, -2, -10, -1
Cc1ccc(OCC(=O)Nc2cccc3c2CCCC3)cc1C
→ 5, -2.3, -18, 9, -0.3, -1, 1, -4, 3, 3

Among those listed so far, six have a furan ring, fused or not.
Order of values – RTF Ca sens act, CAL PDZ FP-1, DAGLB inhibitor, SR-BI DiI-HDL act, C-LANA FP, Rtt109 Vps75, CAL PDZ FP-2, Keap1 Nrf2 FP, Cardiac RTF inh, PKA-R2B activ
CCOC(=O)C1=C(COC(=O)c2ccc([N+](=O)[O-])o2)NC(=O)NC1C (stereo not drawn)
→ -2, 0.4, -2, -3, -1.6, 0, -8, -3, 3, -2
CC(=O)c1cccc(NC(=O)/C(=C/c2ccco2)NC(=O)c2ccco2)c1
→ 2, 8.5, 0, -10, 0.2, -7, -5, -6, -2, -3
Nn1cnnc1N/N=C\c1ccc(-c2ccccc2[N+](=O)[O-])o1
→ -4, -0.6, 1, 8, -0.2, 7, -1, 2, -9, -12
COCCNC(=O)C(c1ccco1)N(C(=O)Cn1nnc2ccccc21)c1cccc(C)c1C (stereo not drawn)
→ 6, 0.4, -2, 16, -0.7, -6, -2, -1, -4, 1
Cc1ccc(OCC(=O)NNC(=O)c2ccoc2C)c(Br)c1
→ -1, -0.4, -1, 9, 0.3, 2, 0, -4, 2, -12
O=C(N/N=C/c1ccccc1F)c1ccc(COc2ccccc2Cl)o1
→ -2, -0.9, -4, 28, 0.6, 13, -2, -2, -10, -1

(cont.)
Order of values – RTF Ca sens act, CAL PDZ FP-1, DAGLB inhibitor, SR-BI DiI-HDL act, C-LANA FP, Rtt109 Vps75, CAL PDZ FP-2, Keap1 Nrf2 FP, Cardiac RTF inh, PKA-R2B activ
O=C(CCNC(=O)c1ccccc1)Nc1cccnc1
→ -2, 0.8, 1, 7, -1.5, -10, 2, -2, 5, -7
CCCc1nc(-c2cc3cc(C)ccc3[nH]c2=O)no1
→ -2, -1.8, -3, nt, -0.2, 5, -2, 0, -1, 2
O=C(c1ccccc1)c1ccc(C(=O)N2CCN(c3ccccc3Cl)CC2)cc1
→ 1, -1.3, 2, 8, -3.0, -4, 2, 6, -8, 2
CC(C)(C)NC(=O)Cn1nnc(-c2cccs2)n1
→ -3, -0.3, -1, 12, -0.4, -3, -7, -8, -10, -6
CSc1ccc(CCNC(=O)Cn2ncc3c([nH]c4ccccc43)c2=O)cc1
→ -1, -2.6, 4, 21, -1.0, -5, nt, -7, -5, -9
O=C(Nc1ccccc1)N1CCCN(c2c(Cl)cncc2Cl)CC1
→ -5, 0.4, -2, -7, -0.5, -15, 7, 1, 3, 6
O=C1N/C(=C/c2cccs2)C(=O)N1Cc1ccc(F)cc1
→ -1, 0.1, 0, -8, 1.2, -6, 3, -4, -11, 0
CN1OCC(S(=O)(=O)c2ccccc2)C1c1ccccc1 (stereo not drawn)
→ -1, 0.5, -2, -6, -0.7, -17, 1, 1, 5, 6
CN(Cc1ccccc1)S(=O)(=O)c1ccc(Cl)c(C(=O)NCc2cccnc2)c1
→ 9, 0.0, 1, -4, -0.2, 0, 8, 1, -12, -1
Cc1cc(=O)[nH]c(N/N=C/c2ccc(OC(=O)c3cccnc3)cc2)n1
→ -4, 0.4, -1, nt, 2.8, 4, 5, -4, -10, 0
CC1=CC2=NC(=O)/C(=C\c3cccn3CCOc3cccc(C)c3)C(=N)N2O1
→ -1, -3.8, 1, -24, 0.9, 0, -4, -5, 1, 11
O=C(NCc1ccco1)c1cc(S(=O)(=O)N2CCCCC2)ccc1Cl
→ -6, -0.3, 1, -3, 2.9, -3, nt, 1, 1, 5
COc1ccc(N2CCN(c3c(S(=O)(=O)c4ccccc4)cnc4ccc(OC)cc34)CC2)cc1
→ -1, -1.3, -4, -29, 0.1, 0, -1, -3, -13, -15
Cc1ccc(NC(=S)N2CCC(c3ccc(C)cc3)C2)cc1 (stereo not drawn)
→ 3, -0.2, -9, nt, 0.8, -1, 3, 2, -7, -3
CC(=O)N1CCN(c2nc(-c3cccs3)nc3ccccc23)CC1
→ 3, -3.5, 0, -55, 1.7, 17, 4, -5, 7, -2

Screening data as filed in PubChem.
